Screening data (PubChem BioAssay)
RMI FANCM FP: blocks RMI1/RMI2 complex binding to FANCM MM2 peptide | FP signal (polarization) at 33 µM | 70,000 tested, 0.58% active | AID 1159607 | Fluorescence polarization, RMI core complex with F-MM2 peptide; active compounds read low; in the data active = FP signal below about 40; note: inactives centre near 61; strong numbers were not always called active; unit not given here
Starred values were filed as active, the others as inactive. An excerpt; the hit share may differ from the screen's.

RMI FANCM FP	Structure
65	CCS(=O)(=O)c1cccc(C(=O)Nc2nc3c(C)cccc3s2)c1
62	Cc1c(O)nc2ccccn2c1=O
59	Cc1cc(=O)oc2cc(NC(=O)C3CCC(=O)N3)ccc12 (configuration not stated)
56	COc1ccc(-n2c(-c3ccncc3)n[nH]c2=S)cc1
73	Cc1ccc(-c2nnc(-n3cnc4ccccc43)c3ccccc23)cc1
53	CCOC(=O)c1cc(C#N)c(Sc2ccccc2)nc1C(F)(F)F
66	Cc1ccc(-n2cc(C(=O)N3CCC(Cc4ccccc4)CC3)nn2)cc1
62	CC(NC(=O)C1CCN(c2ccc(-c3cccnc3)nn2)CC1)c1ccccc1 (configuration not stated)
57	CN(C)S(=O)(=O)c1ccc(C(=O)Nc2nc(-c3ccccc3)c(-c3ccccc3)s2)cc1
67	COC(=O)c1ccc(CSc2nnc(C)c3cnn(-c4ccc(C)c(C)c4)c23)o1
60	COc1ccc(-c2nc(C)c(CCNC(=O)c3ccco3)s2)cc1
67	NS(=O)(=O)c1ccccc1NC(=O)NC1(C(F)(F)F)Oc2ccccc2O1
24*	N#Cc1c(SCC(=O)c2ccc(O)c(O)c2)nc2c(c1-c1ccc(OCc3ccccc3)cc1)CCCC2
55	COC(=O)c1c(N)sc2c1CCC(C(C)(C)C)C2 (configuration not stated)
63	NNC(=O)CNS(=O)(=O)c1cccc2nsnc12

Four of these compounds in another layout.
CCS(=O)(=O)c1cccc(C(=O)Nc2nc3c(C)cccc3s2)c1
  RMI FANCM FP: 65

Cc1c(O)nc2ccccn2c1=O
  RMI FANCM FP: 62

Cc1cc(=O)oc2cc(NC(=O)C3CCC(=O)N3)ccc12 (configuration not stated)
  RMI FANCM FP: 59

COc1ccc(-n2c(-c3ccncc3)n[nH]c2=S)cc1
  RMI FANCM FP: 56

(listing goes on)
RMI FANCM FP	Structure
57	CC(=O)N1C(C(=O)O)CSC1c1cccs1 (configuration not stated)
60	COc1cccc(C(c2sc3nc(C)nn3c2O)N2CCN(C(c3ccccc3)c3ccccc3)CC2)c1 (configuration not stated)
61	O=C(NCCS(=O)(=O)N1CCN(c2ncccn2)CC1)c1cc(Cl)ccc1Cl
56	CCC(C)c1ccccc1OCC(O)CN1CCN(CCN2C(=O)c3cccc4cccc(c34)C2=O)CC1 (configuration not stated)
53	CCCC(O)=C(C=Nc1ccc(C(=O)OC)o1)C(=O)OCC
46	CCCc1cc(=O)c2c(O)cccc2o1
65	Cc1ccc(-n2ncc3c(C)nnc(SCC(=O)NCc4ccco4)c32)cc1C
70	COc1ccc(NC(=O)C(=O)NCC2CCN(Cc3ccco3)CC2)cc1OC
53	CS(=O)(=O)c1ccc(Cl)c(S(=O)(=O)N2CCN(c3ccc(F)cc3)CC2)c1
59	CC12CN(N)C3(C(N)=O)CC1CCC23C (configuration not stated)
63	COc1ccc(CNC(=O)C(=O)NCC(c2cccc3ccccc23)N2CCCC2)cc1 (configuration not stated)
82	O=S(=O)(c1ccccc1)N1CCN(C2c3ccccc3-c3ccccc32)CC1
61	O=C(NNc1nc2c(Cl)cccc2s1)c1ccccc1F
53	CC(C)(C)c1cc(C(=O)N/N=C/c2ccc([N+](=O)[O-])s2)n[nH]1
56	O=C(c1ccccc1)c1sc(NC(=O)C2COc3ccccc3O2)nc1-c1ccccc1 (configuration not stated)
65	CCn1nc(C(=O)Nc2nc3cc4c(cc3s2)OCO4)cc1C
67	CC1CN(C(=O)CC2CSc3nc(C(C)C)cc(=O)n32)CC(C)O1 (configuration not stated)
73	Cc1ccccc1-c1noc(CSc2nc3ccsc3c(=O)n2C2CC2)n1
56	CCC(C)N1C(=O)CNC1=S (configuration not stated)
59	COC(=O)c1scc(S(=O)(=O)C(C)C)c1N/N=C(/C#N)C(=O)c1ccccc1
66	COc1ccc2oc(-c3csc(NC(=O)CN4C(=O)c5ccccc5C4=O)n3)cc2c1
59	CCOc1ccc(N2C(=O)C3N=NN(CC(=O)Nc4ccc(C)c(C)c4)C3C2=O)cc1 (configuration not stated)
92	Cc1ccc(C)c2c1sc(=NC(=O)COc1ccccc1)n2C
77	CCOCCn1c(=NC(=O)c2ccnn2C)sc2cc(NC(C)=O)ccc21
63	COC(=O)CNS(=O)(=O)c1ccc(Cl)cc1
65	CSC1=C(C#N)C(=O)NC(c2ccccc2O)S1 (configuration not stated)
74	COc1ccc(S(=O)(=O)NCC2CCN(Cc3cccs3)CC2)cc1
75	O=C(Nc1ccc2oc(=O)ccc2c1)c1ccc2c(c1)OCCO2
61	Cc1cc(C)n(CCN(C(=O)c2ccc(F)cc2)c2nc3ccccc3s2)n1
59	O=S(N1CCCCC1)C12CC3CC(CC(C3)C1)C2 (configuration not stated)
51	O=C(CC1SC(=NC2CC3C=CC2C3)NC1=O)Nc1ccccc1Cl (configuration not stated)
63	O=C(Nc1ccc2c3c(cccc13)CC2)C1=COCCO1
55	O=C(NCc1ccccc1Cl)C(=O)N1CCN(Cc2ccc3c(c2)OCO3)CC1
58	Clc1ccc2c(Nc3ccc4c(c3)OCO4)ccnc2c1
62	COc1ccc(CNC(=O)N2CCCC(c3nnc(-c4cccs4)o3)C2)cc1 (configuration not stated)
93	O=c1c2cc(-c3cccs3)nn2ccn1Cc1nc(-c2ccc(Br)cc2)no1
62	COc1ccc(S(=O)(=O)NCCCN2CCN(c3ccccc3)CC2)cc1
69	CCS(=O)(=O)c1ccc(CC(=O)Nc2nnc(Cc3cccs3)o2)cc1
55	O=C(CSc1nc(CC(=O)Nc2ccc3c(c2)OCO3)cs1)Nc1ccc(F)cc1
54	O=[N+]([O-])c1cccnc1Sc1nccc(-c2ccco2)n1
55	CCCCc1ccc(NC(=O)Nc2ccc(N3CCN(C)CC3)cc2)c(C)c1
59	O=C(NCC(c1cccs1)N1CCc2ccccc2C1)c1cccc(Br)c1 (configuration not stated)
71	O=C(Nc1ccc2c(c1)CN(C(=O)c1cccs1)CC2)c1ccc(F)cc1
58	O=C1C2C3c4ccccc4C(c4ccccc43)C2C(=O)N1NC(=O)C1(O)c2ccccc2-c2ccccc21 (configuration not stated)
59	CCN(CC)S(=O)(=O)c1c(C)nn(S(=O)(=O)c2ccc(Cl)c(Cl)c2)c1C

Reformatted: 4 of the compounds above.
> O=[N+]([O-])c1cccnc1Sc1nccc(-c2ccco2)n1
- RMI FANCM FP: 54
> COc1ccc(CNC(=O)N2CCCC(c3nnc(-c4cccs4)o3)C2)cc1 (configuration not stated)
- RMI FANCM FP: 62
> O=C(NCc1ccccc1Cl)C(=O)N1CCN(Cc2ccc3c(c2)OCO3)CC1
- RMI FANCM FP: 55
> O=c1c2cc(-c3cccs3)nn2ccn1Cc1nc(-c2ccc(Br)cc2)no1
- RMI FANCM FP: 93

The listing continues.
RMI FANCM FP	Structure
58	Cc1cc(NC(=O)c2cc3ccccc3o2)n(-c2nc3c(cnn3-c3ccccc3)c(=O)[nH]2)n1
60	CC1Cc2ccccc2N1C(=O)C12CCC(C)(C(=O)C1)C2(C)C (configuration not stated)
61	CN(C)C(CNS(=O)(=O)c1ccc2c(c1)CCCC2)c1ccccc1 (configuration not stated)
65	Cc1nnc(C2CCCN(C(=O)c3ccccc3Cl)C2)s1 (configuration not stated)
72	CCOC(=O)c1sc(NC(=O)Cc2ccc(OCC)cc2)nc1-c1ccccc1
142	Cc1ccc(NC(=O)Cn2c(C)nc3c(sc4cccc(F)c43)c2=O)cc1Cl
70	CCOc1cc(C(=O)Nc2nnc(Cc3cccs3)o2)cc(OCC)c1OCC
44	O=[N+]([O-])c1cc(C(F)(F)F)cc([N+](=O)[O-])c1N/N=C\c1ccccc1O
74	CCOC(=O)c1sc(=NC(=O)COc2ccc(Cl)cc2)n(C)c1C
10	CCOc1ccccc1/C=C1\Oc2c(ccc(O)c2CN2CCCCC2)C1=O
77	O=C(Nc1nc(CSCc2ccc(F)cc2)cs1)c1cccc(Cl)c1
55	CCn1cc(NC(=O)NCCCN2CCCC2=O)c2ccccc21
59	COc1cc(C(=O)NC(=S)Nc2ccc(S(=O)(=O)N3CCCCC3)cc2)cc(OC)c1OC
53	O=C(CCS(=O)(=O)Cc1ccccc1)Nc1nnc(-c2cccs2)o1
74	O=C(NCCc1ccc(N2CCCC2)cc1)c1ccccc1
52	Cc1n[nH]c(C)c1S(=O)(=O)Nc1cccc(-c2ccc(=O)n(C)n2)c1
63	O=c1oc2ccc(Cl)cc2cc1S(=O)(=O)c1ccc(Cl)c(Cl)c1
49	O=C(Cc1ccccc1)Nc1nc(-c2cccnc2)cs1
150	CCCN1CCCc2cc(CCNS(=O)(=O)c3ccc(F)c(Cl)c3)ccc21
79	CCOc1ccc(NC(=O)CSc2nnc3scc(-c4ccc(Cl)cc4)n23)cc1
68	CN(C(=O)CSc1ccc(Cl)cc1)C1CCS(=O)(=O)C1 (configuration not stated)
59	CCOC(=O)c1ccc(NS(=O)(=O)c2c(C)n(C)c(=O)n(C)c2=O)cc1
63	O=C(NCc1ccsc1)c1ccc2c(c1)OCCCO2
65	Cn1c(SCC(=O)NCc2ccc3c(c2)OCO3)nnc1-c1ccc(=O)n(C)c1
64	N/C(Cc1csc2ccccc12)=N/OC(=O)Nc1ccccc1
54	COc1ccc(NC(=O)COCC(=O)O)cc1OC
60	O=C(CSc1nc2ccccc2[nH]1)c1ccc(F)cc1
61	CC(C)c1nnc(SCc2cccnc2)c2c1cnn2-c1ccccc1
60	CCOC(=O)c1cn[nH]c1S(=O)(=O)N1CCC(C)CC1
55	CCSc1ccc(-c2noc(-c3cccc(C(F)(F)F)c3)n2)cn1
74	FC(F)(F)c1cccc(CSc2nnc(C3COc4ccccc4O3)o2)c1 (configuration not stated)
57	COCCNc1oc2c(c1-c1cccc([N+](=O)[O-])c1)c(=O)oc1ccc(C)cc12
68	O=C(CC1CCCCN1S(=O)(=O)c1ccccc1)NC1CCCCC1 (configuration not stated)
68	CC(=O)Nc1ccc(C(=O)NCCNC(=O)Nc2cccs2)cc1
70	COc1cccc(C(=O)NCC2CCN(Cc3ccco3)CC2)c1
61	CCOC(=O)C1CCN(Cc2cccc(NC(=O)c3cc(C)on3)c2)CC1
61	COc1ccc(CC(=O)Nc2ccc(-c3cn4c(C)csc4n3)cc2)cc1OC
56	Clc1ccc(OCOc2ccc(Cl)cc2)cc1
54	CC(C)N(Cc1ccc(N(C)C)cc1)S(=O)(=O)c1cc(Cl)c(Cl)cc1Cl
70	Cc1ccccc1C(=O)NCc1ccsc1
62	O=C(CSc1ccccc1C(=O)O)c1ccc([N+](=O)[O-])cc1
59	Cc1ccc(C(=O)NCc2nnc(SCc3ccc(Br)cc3)n2-c2ccccc2)cc1[N+](=O)[O-]
106	O=c1[nH]nc(SCc2nc(-c3cccc(C(F)(F)F)c3)no2)n2nc(-c3cccs3)cc12
58	C=C(C)COc1ccc2oc(-c3ccc(OC)cc3)c(C(=O)Nc3ccccc3)c2c1
59	N#Cc1ccc(C(=O)CSc2nnc(-c3ccco3)n2-c2ccc(OCc3ccccc3)cc2)cc1
55	O=C(CC(C[N+](=O)[O-])c1ccc(Cl)cc1)c1ccccc1 (configuration not stated)
53	O=C(NCc1ccc2c(c1)OCO2)C(=O)NCC1COC2(CCCC2)O1 (configuration not stated)
72	O=C(Cn1nc(-c2ccccc2)c2sc(N3CCOCC3)nc2c1=O)c1ccc2c(c1)OCO2
54	O=C(NC(=O)N1CCOCC1)c1csnn1
70	O=S(=O)(Cc1ccc(Cl)cc1)NCC(c1ccsc1)N1CCc2ccccc2C1 (configuration not stated)
85	CC(=O)c1cccc(NC(=O)CSc2ccc(NC(=O)c3cccc(F)c3)nn2)c1
40	COc1cccc(NC(=O)Nc2c(-c3cccc(C(F)(F)F)c3)c(C(F)(F)F)nn2C)c1
56	O=C(O)c1cnc(-c2ccccc2)[nH]1
55	COc1cccc(Cc2n[nH]c(=S)n2-c2ccc(Cl)cc2)c1
54	N#Cc1ccc(Oc2ccc(Cl)cc2)c([N+](=O)[O-])c1
56	Cc1cc(C)c(CSCCn2c(C)ccc2C)c(C)c1
56	CN(C1CCCC1)S(=O)(=O)c1ccc(C(=O)Nc2c(C(N)=O)oc3ccccc23)cc1
69	Cc1nc2c(ccc3nc(NC(=O)c4cccc(C(F)(F)F)c4)sc32)s1
67	O=C(Nc1nnc(-c2ccc(Br)cc2)o1)C1COc2ccccc2O1 (configuration not stated)
65	O=C(NCCN1CCN(c2ccc(F)cc2)CC1)C1CC(=O)N(c2ccccc2)C1 (configuration not stated)

(cont.)
RMI FANCM FP	Structure
64	CCOC(=O)c1c(C)oc(C)c1S(=O)(=O)Nc1ccc(Cl)cc1
64	C/C(=N/NC(=S)NC(C)(C)C)c1ccc(Oc2c(Cl)cncc2Cl)cc1
63	Cc1ccc(NC(=O)CC(C)n2cncn2)c(C)c1 (configuration not stated)
62	CC1CC(=O)Nc2ccccc2N1 (configuration not stated)
66	Cc1nn(C2CCS(=O)(=O)C2)c2nc(-c3ccc(F)cc3)cc(C(=O)N3CCOCC3)c12 (configuration not stated)
63	CCc1c(O)c2c(=O)n(C)c(=O)n(C)c2n(C)c1=O
55	COc1ccccc1Nc1nc(Nc2ccc(Cl)c(Cl)c2)nc(N2CCOCC2)n1
63	O=C(NCCn1ncc2c(N3CCN(c4ccc(F)cc4)CC3)ncnc21)c1cnccn1
54	CS(=O)(=O)N1CCCc2ccccc21
53	CC(=O)NC(=O)/C(C#N)=C/N1CCN(c2ccccc2)CC1
73	Cc1sc2ncnc(Oc3ccc4ccc(Oc5ncnc6sc(C)c(C)c56)cc4c3)c2c1C
